High-throughput results as filed in PubChem BioAssay.
AP complement: orthogonal test for alternative complement pathway inhibitors; actives 0.08% (n = 62,000); Human serum alternative complement pathway, LPS-coated ELISA, C3 deposition; tested in compound mixtures; inhibition, % at 5 µM;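 active = inhibition above 30% in each of the two pooled mixtures holding the compound, so the lower value exceeds 30%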;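 note: 0% = serum in Mg-EGTA without compound and 100% = EDTA serum blank; some compounds past the cut are filed as inactive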
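Test system – human serum alternative complement pathway, C3 deposition on LPS-coated wells · Buffer or medium – diluted human serum in Mg2+-EGTA GVB++ · Compound dosing – 5 µM each compound, pools of ten, 50 µM per pool · Schedule – 1 h serum-compound exposure at 37 °C · Measured by – Anti-C3 ELISA, OD 450 nm · Read-out basis – percent inhibition of C3 deposition onto LPS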
FXIa mix inh: factor XIa (human) inhibition, mixture screen; purified FXIa, fluorogenic substrate, pooled mixtures; inhibition, % at 5 µM; actives 0.19% (n = 62,000); AID 680;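 note: each value is inhibition by a whole ten-compound pool holding the compound; 0% = enzyme with no mixture and 100% = wells lacking enzyme; strong numbers were not always called active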
Target sequence (P03951 19-387 limits assumed): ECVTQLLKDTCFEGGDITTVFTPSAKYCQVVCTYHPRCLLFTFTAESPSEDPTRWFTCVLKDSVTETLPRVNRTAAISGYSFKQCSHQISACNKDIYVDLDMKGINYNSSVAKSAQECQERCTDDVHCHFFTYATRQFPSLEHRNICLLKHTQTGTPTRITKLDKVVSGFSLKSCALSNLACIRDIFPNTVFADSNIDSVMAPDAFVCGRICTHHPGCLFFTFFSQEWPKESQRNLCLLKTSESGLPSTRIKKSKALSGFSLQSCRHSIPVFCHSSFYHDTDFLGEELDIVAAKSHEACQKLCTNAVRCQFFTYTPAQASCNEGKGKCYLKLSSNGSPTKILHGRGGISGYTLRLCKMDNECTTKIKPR
Target sequence (P03951 388-625 limits assumed): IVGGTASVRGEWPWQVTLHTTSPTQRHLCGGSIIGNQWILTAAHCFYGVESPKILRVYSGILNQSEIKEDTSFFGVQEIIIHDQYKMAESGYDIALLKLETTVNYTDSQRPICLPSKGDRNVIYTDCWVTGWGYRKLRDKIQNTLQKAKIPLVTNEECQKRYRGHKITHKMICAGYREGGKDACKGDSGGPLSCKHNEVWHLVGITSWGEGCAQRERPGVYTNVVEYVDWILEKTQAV
CatG inh: inhibitors of human cathepsin G | purified enzyme, AMC-tetrapeptide fluorescence, pooled mixtures | AID 581 | inhibition, % at 5 µM (by protocol) | actives 0.2% (n = 62,000) | P08311;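 active = inhibition above 20% in each of the two mixture wells holding the compound; inactive = inhibition of 20% or less in either well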;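 note: 0% = enzyme control without mixture and 100% = blank lacking enzyme; strong numbers were not always called active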
Target sequence (P08311 21-244 limits assumed): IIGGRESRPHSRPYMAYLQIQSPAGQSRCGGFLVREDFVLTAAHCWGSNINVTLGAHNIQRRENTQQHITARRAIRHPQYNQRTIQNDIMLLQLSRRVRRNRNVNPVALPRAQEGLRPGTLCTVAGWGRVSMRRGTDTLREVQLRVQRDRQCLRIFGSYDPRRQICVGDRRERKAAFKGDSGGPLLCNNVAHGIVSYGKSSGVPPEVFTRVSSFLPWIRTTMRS
C1s inh: human complement C1s inhibition; mean inhibition % of two 10-compound mixtures (active compounds read high), % at 5 µM (by protocol); actives 0.16% (n = 62,000); P09871; purified C1s, fluorogenic AMC substrate, pooled mixtures;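 active = inhibition above 20% in each of the two 10-compound mixture wells holding the compound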;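 note: 0% = enzyme wells lacking compound mixture and 100% = no-enzyme blank wells; some compounds called inactive have numbers as strong as hits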
CatB block: blocks human cathepsin B protease activity; actives 0.1% (n = 63,000); purified cathepsin B, fluorogenic substrate, fluorescence; P07858; inhibition, %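 (tested at 10 µM)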; AID 453; in the data active = inhibition above about 21%;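 note: 0% = enzyme with no compound and 100% = no enzyme blank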
CatB mix inh: inhibitors of human cathepsin B in compound mixtures; P07858; Purified cathepsin B, AMC dipeptide fluorescence; inhibition, %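 (ten-compound pools at 5 µM per compound and 50 µM total)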; actives 0.06% (n = 62,000); in the data active = inhibition above about 22%, passing the limit was not always enough;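 note: 0% = enzyme without compound and 100% = no enzyme blank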
CatL inh: blocks human cathepsin L protease activity. inhibition, %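 (tested at 10 µM)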. AID 460. actives 0.17% (n = 58,000). purified cathepsin L, fluorogenic substrate, fluorescence. P07711; in the data active = inhibition above about 45%;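 note: 0% = enzyme with no compound and 100% = no enzyme blank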
Target sequence (P07711 114-288 limits assumed): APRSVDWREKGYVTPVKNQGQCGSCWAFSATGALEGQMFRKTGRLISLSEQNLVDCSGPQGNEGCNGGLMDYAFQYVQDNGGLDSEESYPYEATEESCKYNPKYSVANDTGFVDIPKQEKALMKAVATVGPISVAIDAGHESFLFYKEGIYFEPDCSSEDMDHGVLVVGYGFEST
Target sequence (P07711 292-333 limits assumed): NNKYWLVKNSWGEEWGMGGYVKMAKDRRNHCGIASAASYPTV
FXIIa mix inh: blocks human factor XIIa in pooled compound mixtures; actives 0.2% (n = 62,000); inhibition, % at 5 µM; purified FXIIa, fluorogenic substrate;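 note: 0% = enzyme without compound and 100% = no enzyme blank; some results filed as inactive read as strong as hits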
CatS inh: blocks human cathepsin S protease activity; recombinant cathepsin S, AMC dipeptide fluorescence, pooled mixtures; inhibition, %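 (tested at 5 µM per compound within 10-compound mixtures)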; actives 0.06% (n = 62,000); AID 501; in the data active = inhibition above about 32%, passing the limit was not always enough;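 note: 0% = enzyme without compound and 100% = blank without enzyme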
Active calls of the source: *; i = inactive; / = not tested or not shown. Cut-off read from the data, not from the text of the source, unless noted: active = inhibition above about 20% (passing the limit was not always enough); inactive = the rest. The list is partial; count on the stated rates, not on these rows.

AP complement	FXIa mix inh	CatG inh	C1s inh	CatB block	CatB mix inh	CatL inh	FXIIa mix inh	CatS inh	Structure
5	0	5	-4	3	2	9	5	-4	CCOC(=O)c1c(NC(=O)c2noc3c2CCCC3)sc(C)c1C
10	2	0	-7	-2	7	-4	3	4	CCCCCOc1ccc(NC(=O)CCCC(=O)O)cc1
11	7	9	9	-2	4	0	-4	-5	CCCCN(C)CCCNC(=O)CS(=O)Cc1nc(-c2ccc(OC)c(OC)c2)oc1C (centres undefined)
14	5	8	10	2	2	9	5	-11	O=C(CSc1nnc(-c2ccccc2)o1)N1CCOCC1
-5	2	-7	-8	0	1	3	5	5	Cc1cccc2cc(COC(=O)C3CCCCC3)c(=O)[nH]c12
-8	3	8	10	2	-1	-1	6	1	O=C(COC(=O)CSCC(=O)N1CCCCC1)NCc1ccc(F)cc1
12	3	2	10	-4	2	-5	3	-10	C=CCN(CC(=O)NCc1ccccc1)C(=O)c1csnn1
-6	-2	8	-12	3	4	3	-2	16	CC1(C)Cc2c(sc3c2c(=N)n(Cc2ccco2)c(=O)n3CC(=O)Nc2ccccc2)CO1
-14	-5	9	-8	6	-1	14	4	3	Cc1ccc2cc(C#N)c(NCCNC(=O)C3CC3)nc2c1C
7	9	0	3	-3	2	/	2	5	Cc1ccc(-n2c3c(cc(C(=O)N4CCN(C)CC4)c2=O)C(=O)CC(C)(C)C3)cc1
-1	-2	8	13	3	3	2	1	9	CCC(C)NC(=O)c1cc(-c2ccc(OC)cc2)on1 (centres undefined)
22	7	-2	-2	-2	-1	5	9	2	CCn1ccnc1C(O)c1cccc(OC)c1OC (centres undefined)

A second format for five compounds above.
Below each SMILES: AP complement, FXIa mix inh, CatG inh, C1s inh, CatB block, CatB mix inh, CatL inh, FXIIa mix inh, CatS inh
- Cc1cccc2cc(COC(=O)C3CCCCC3)c(=O)[nH]c12
    -5, 2, -7, -8, 0, 1, 3, 5, 5
- O=C(COC(=O)CSCC(=O)N1CCCCC1)NCc1ccc(F)cc1
    -8, 3, 8, 10, 2, -1, -1, 6, 1
- C=CCN(CC(=O)NCc1ccccc1)C(=O)c1csnn1
    12, 3, 2, 10, -4, 2, -5, 3, -10
- CCOC(=O)c1c(NC(=O)c2noc3c2CCCC3)sc(C)c1C
    5, 0, 5, -4, 3, 2, 9, 5, -4
- CC1(C)Cc2c(sc3c2c(=N)n(Cc2ccco2)c(=O)n3CC(=O)Nc2ccccc2)CO1
    -6, -2, 8, -12, 3, 4, 3, -2, 16

Additional results:
AP complement	FXIa mix inh	CatG inh	C1s inh	CatB block	CatB mix inh	CatL inh	FXIIa mix inh	CatS inh	Structure
29	-1	3	-32	2	1	-6	13	-3	O=C1CS/C(=C/C(=O)c2ccccc2)N1
4	-1	-6	-44	2	0	/	1	-7	O=c1c2ccccc2nc(-c2ccco2)n1Cc1ccccc1
11	7	9	12	1	-1	2	8	5	C=C1N(CCCCCC(=O)O)C(=O)OC12CCCCC2
14	-3	23	13	2	5	-8	6	0	CCCCNC(=O)CCCn1c(=O)[nH]c2ccc(Br)cc2c1=O
18	5	12	16	8	3	7	-19	-1	O=C(CSc1nc2ccccc2c(=O)n1-c1ccc(Cl)cc1)c1ccco1
4	12	-1	0	-1	-1	-2	2	-6	Cc1ccc(NC2c3ncccc3C(=O)N2C2CCCCC2)cc1 (centres undefined)
23	2	10	12	-2	2	/	12	-5	CCOC(=O)CN1CC23C=CC(O2)C(C(=O)Nc2ccc4c(c2)OCO4)C3C1=O (centres undefined)
-6	-3	-2	-26	9	1	30	1	17	COc1ccccc1N1CCN(C(c2ccc(C)cc2)c2nnnn2C(C)C)CC1 (centres undefined)
2	1	-8	2	3	4	0	-2	-1	CCOC(=O)c1ccc(N2C(=O)CC(N(C)CCc3ccc(OC)c(OC)c3)C2=O)cc1 (centres undefined)
12	3	-4	2	5	3	-4	11	-7	CCSc1ccccc1C(=O)Nc1cccnc1
10	0	10	0	5	6	3	0	1	C=CCn1c(N)c(C(=O)N2CCN(C)CC2)sc1=S
-4	4	-30	5	/	4	-2	9	2	c1ccc(Oc2ccc(-n3cnnn3)cc2)cc1
12	2	0	-22	-1	-5	-2	1	-5	O=c1[nH]c2cc3c(cc2cc1C(c1nnnn1C1CCCC1)N1CCCc2ccccc21)OCCO3 (centres undefined)
-6	12	2	1	0	-2	-16	11	-4	CC(C)Cn1nc(NS(=O)(=O)c2ccccc2)c2cc3ccccc3nc21
-3	-1	-9	-13	4	3	1	15	15	C=CCOC(=O)C(C#N)c1nc2ccccc2nc1N1CCCC1 (centres undefined)
7	3	-1	-28	-7	6	18	-18	13	CC(C)CN(C(=O)COC(=O)c1cc2ccccc2oc1=O)C1CCS(=O)(=O)C1 (centres undefined)
0	-3	9	-8	3	-1	8	2	10	O=C(CCn1c(=O)oc2ccccc21)N1CCc2ccccc21
3	1	3	19	3	3	30	4	22	CCN1CCN(P2(=O)C=C(c3ccccc3)OC(c3ccccc3)=C2)CC1
6	7	1	2	3	-2	9	3	6	COc1c(F)c(F)c(C(=O)Nc2ccccc2N2CCN(C(C)=O)CC2)c(F)c1F
6	3	7	-1	1	-4	4	10	-4	CCOC(=O)c1c(NC(=O)CN(CC)CC)sc2c1CCC2
11	13	8	7	0	0	8	6	4	CCOC(=O)c1oc2ccccc2c1CN1CCN(c2ccccc2)CC1
0	2	-1	-37	-3	6	-4	7	16	O=C1C(c2ccc(F)cc2)N(Cc2ccc3c(c2)OCO3)C(=O)CN1C1CCCC1 (centres undefined)
13	2	-4	-46	-5	6	6	1	5	COC(=O)Nc1sc(C)nc1-c1ccccc1
15	5	8	-8	2	-7	3	12	-2	c1ccc(N2CCN(Cc3ccnc4ccccc34)CC2)cc1
7	-3	11	18	2	4	7	1	10	CC(=O)OCCOc1nc(N(C)C)nc(N(C)C)n1
-3	2	4	-5	0	0	26	-5	-2	COc1ccc(S(=O)(=O)NCC(c2cccnc2)N2CCN(C)CC2)cc1C (centres undefined)
12	-36	-21	-208	-16	-20	i	-3	-29	CNC(=O)c1cc2c(=O)n3cc(C)ccc3nc2n(C(C)C)c1=N
1	4	8	-10	-3	0	/	-1	2	CCOC(=O)CSc1nc(C)cc(=O)[nH]1
0	-2	-11	-15	-1	-1	4	7	-2	CCC(C)NC(=O)CC(NS(=O)(=O)c1ccc(Cl)cc1)c1ccco1 (centres undefined)
3	-7	0	-12	2	-5	17	3	-13	O=C(Nc1ccncc1)c1cc2ccccc2o1
7	4	-4	-2	-2	4	18	13	8	O=C1CN(C(=O)CN2CCOCC2)C(c2ccccc2)c2cc(Br)ccc2N1 (centres undefined)
12	8	12	13	-3	4	7	1	10	CCOC(=O)Nc1ccc2c(c1)N(C(=O)CN(CC)CC)c1ccccc1C=C2
4	-22	-16	-137	-3	-3	-8	-18	-27	CC(=O)O[C@H]1CSC[C@H]1NC(=O)c1ccccc1
9	6	4	-23	1	1	29	0	1	O=C(CSc1nccc2ccccc12)N1CCN(Cc2ccc3c(c2)OCO3)CC1
10	-1	5	-47	2	-1	7	12	-11	Cc1ccc(C)c(N(C(=O)CCC(=O)Nc2cc(C)on2)C(C(=O)NC2CCCC2)c2ccco2)c1 (centres undefined)
4	-2	5	-18	-2	4	-2	-2	10	CN(C)c1nc(N)nc(CSc2nnnn2-c2cccc3ccccc23)n1
-1	4	-10	-27	-1	-5	-3	8	-1	CC(=O)c1cccc(NC(=O)c2cc(C(C)C)on2)c1
-4	-10	-1	-32	2	-8	5	0	1	O=C(Nc1nc2c(Cl)cccc2s1)c1ccc(Br)o1
13	11	-2	-6	-3	4	-9	7	-4	Cn1c(=O)c2c(nc(N3CCc4ccccc4C3)n2Cc2ccccc2F)n(C)c1=O
-2	6	1	4	2	-1	/	8	-1	Cc1onc(-c2ccccc2)c1C(=O)Nc1sc2c(c1C#N)CCC(C)C2 (centres undefined)
25	2	7	-2	-1	5	-1	7	-2	CCCNC1=C(C)C(=O)CC1
8	-3	10	-4	3	12	9	10	42	CC1=C(C#N)C(Nc2cccc(C)n2)(C(F)(F)F)C(=O)N1 (centres undefined)
-5	-6	-14	22	-2	3	1	13	4	CC1CCN(C(=O)Cn2cc3c(n2)CCCC3)CC1
19	5	1	10	-2	7	0	-11	-3	O=C(COc1ccccc1)NCCSCc1ccco1
13	3	13	11	5	5	12	10	1	COc1ccc(OC)c(C(=O)CSc2nnc(-c3cccs3)n2C)c1
3	-4	6	-10	2	-3	9	2	-7	CC(=O)c1c(C)n(-c2ccccc2)c2ccc(OCC(O)CN3CCOCC3)cc12 (centres undefined)
0	5	11	67*	1	9	3	-13	14	COc1ccc(Cl)cc1NC(=O)CCN1CCN(c2ccccc2C)CC1
5	8	1	6	-3	6	-12	4	7	Cc1cc(C)n(CC(O)COc2ccccc2C(=O)Nc2ccccc2)n1 (centres undefined)
6	6	-5	-75	-10	-6	-62	1	4	COc1cc2c(cc1OC)-c1cc(OCCN3CCOCC3)nc(=O)n1CC2
5	5	11	18	1	5	19	3	7	CCC1Oc2ccccc2N(CC(=O)NCCCN2CCCCC2CC)C1=O (centres undefined)
11	10	10	19	1	7	6	-21	2	CN(C)C(CNc1nnnn1-c1ccccc1)c1ccco1 (centres undefined)
-2	7	-1	-4	-5	-6	8	3	4	Cc1ccc(-c2csc3nnc(SCC(=O)Nc4nsc(-c5ccccc5)n4)n23)cc1
3	6	10	8	2	5	2	-13	13	Cc1ccc(Cl)cc1N1CCN(C(=O)CCC(=O)O)CC1
6	5	7	5	2	1	-2	-2	-10	COCCNC(=O)C(c1ccco1)N(Cc1ccc(OC)cc1)C(=O)Cn1nnc2ccccc21 (centres undefined)
6	-1	-5	-5	-3	3	-3	3	3	COC(=O)Cn1cnc2sc(C)c(S(=O)(=O)N3CCC(C)CC3)c2c1=O
19	-3	-6	-48	-4	1	-1	-6	-3	Cc1ccc(C(=O)N2CCC(C(N)=O)CC2)cc1C
5	10	10	0	0	3	-28	6	2	O=C(COc1ccc2oc(-c3ccccc3)cc(=O)c2c1)NCc1ccco1
-11	12	14	6	3	0	31	4	4	Cc1ccc(N=Cc2nc(-c3ccco3)oc2O)cc1
9	9	10	12	5	4	4	10	13	O=C1CCCc2nc3nc4ccccc4n3cc21
11	4	-1	7	5	1	/	-3	0	CCN1CCN(C(=O)CSCc2nc(-c3ccc(OC)c(OC)c3)oc2C)CC1

More results:
AP complement	FXIa mix inh	CatG inh	C1s inh	CatB block	CatB mix inh	CatL inh	FXIIa mix inh	CatS inh	Structure
11	8	10	15	2	6	-1	-24	-12	COc1ccccc1N(CN1CCCC1=O)C(=O)c1c(F)cccc1Cl
18	14	-2	3	2	9	7	6	10	COc1cccc(C2CC(c3ccc(C)cc3)n3nc(N)nc3N2)c1 (centres undefined)
16	7	7	4	6	-1	-1	12	4	COc1ccc(NC(=O)C2CCCN(c3c4c(nc5ncnn35)CCC4)C2)cc1OC (centres undefined)
14	4	8	0	-1	1	3	9	-2	CCOc1ccc(C(=O)Nc2ccc(N3CCCC3)cc2)cc1
9	3	9	14	0	5	-1	5	5	COc1nc(N(C)C)nc(N(OC)S(=O)(=O)c2ccccc2Cl)n1
4	7	11	13	6	6	8	0	14	Cc1cc(C)c(S(=O)(=O)N(C)CC(=O)N2CCCCC2)c(C)c1
-19	-3	-11	-10	17	4	1	7	19	Nn1c(COc2ccccc2)nnc1SCc1cc(=O)[nH]c2ccccc12
0	-2	-5	-12	0	1	-1	5	-7	O=C(CN(C1CC1)S(=O)(=O)c1ccc(S(=O)(=O)N2CCCCCC2)cc1)Nc1ccccc1
1	-9	9	0	3	2	17	0	10	COc1ccccc1S(=O)(=O)Cc1ccc(C(=O)NCc2cccs2)o1
